From PubChem
mIAP activ = increases mouse intestinal alkaline phosphatase activity. muIAP, CDP-Star luminescence, 30 min; hits give high values; 1 = vehicle-only enzyme signal, 0 = enzyme-free wells. activation factor at 10 µM. 0.24% of 330,000 active. AID 2805;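 active means activation factor of at least 2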; further: the source names both 10 and 20 µM as test concentration; values of inactives mirror those of a sister screen read the other way
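System: Mouse IAP enzyme | Also added: CDP-Star substrate | Dosing: Compounds dispensed in DMSO | Schedule: 30 min enzyme-substrate-compound incubation at room temperature | Technique: Chemiluminescence readout | Control set: DMSO-only wells and no-enzyme negative control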
NALP3 yeast inh = NALP3 inhibition in yeast; Yeast reconstituted NLRP3/ASC/caspase-1, beta-gal luminescence, 24 h; inhibition, % at 10 µM; 0.39% of 330,000 active; AID 2825;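 active means inhibition of 50% or more; inactive means inhibition below 50%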;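 further: plate controls were induced DMSO wells for no effect and uninduced yeast grown without galactose for full effect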
A3G deaminase = APOBEC3G (human) deaminase inhibition. Q9HC16. recombinant A3G, ssDNA deamination FAM/TAMRA fluorescence. inhibition, % at 20 µM. 0.28% of 330,000 active. AID 493012;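 active means inhibition of at least 40% at 20 µM, with no more than 30% in the related APOBEC3A deaminase screen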;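 further: plate controls were DMSO wells with A3G for no effect and wells lacking A3G enzyme for full effect; some compounds called inactive have numbers as strong as hits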
Target sequence (Q9HC16 whole entry, looked up): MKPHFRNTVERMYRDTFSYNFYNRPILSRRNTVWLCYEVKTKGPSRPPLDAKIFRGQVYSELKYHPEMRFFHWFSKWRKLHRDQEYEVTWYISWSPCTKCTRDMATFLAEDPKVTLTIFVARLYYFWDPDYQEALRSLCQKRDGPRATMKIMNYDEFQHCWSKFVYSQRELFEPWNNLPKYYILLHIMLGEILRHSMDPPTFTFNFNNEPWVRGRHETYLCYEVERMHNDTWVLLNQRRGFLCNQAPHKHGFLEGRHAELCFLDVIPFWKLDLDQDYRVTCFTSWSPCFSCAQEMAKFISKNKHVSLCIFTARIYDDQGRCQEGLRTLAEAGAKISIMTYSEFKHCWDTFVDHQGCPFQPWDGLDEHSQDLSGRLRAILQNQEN
tim10-1 inh = growth inhibitors of tim10-1 mutant yeast | S. cerevisiae tim10-1 ts strain growth, BacTiter-Glo, 24 h | inhibition, % at 20 µM | 2.2% of 330,000 active | AID 463190;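 active means inhibition of at least 40%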;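 further: mutant grown at 25 °C; 0% = DMSO wells with yeast and 100% = wells holding no yeast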
beta cell repl = induces beta-cell replication in MIN6 cells; MIN6 cells proliferation, ATPlite luminescence, 48 h; cells starved in 0.2% serum; 100% = growth in 10% serum; proliferation, % at 10 µM; 0.29% of 330,000 active; AID 2380;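 active means compounds whose signal lies at least 3.5 SD above the mean of all wells on their plate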;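 further: 0% = DMSO-treated cells in low-serum medium and 100% = 10% serum control; some compounds called inactive have numbers as strong as hits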
A3A deaminase = human APOBEC3A DNA deaminase inhibition | recombinant A3A, FAM/TAMRA ssDNA deamination fluorescence | inhibition, % at 20 µM | AID 493011 | 0.41% of 330,000 active | P31941;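 active means at least 40% inhibition at 20 µM here, with at most 30% in a related deaminase screen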;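 further: plate controls were A3A with DMSO for no effect and wells lacking A3A enzyme for full effect; some results filed as inactive read as strong as hits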
Target sequence (P31941 whole entry, looked up): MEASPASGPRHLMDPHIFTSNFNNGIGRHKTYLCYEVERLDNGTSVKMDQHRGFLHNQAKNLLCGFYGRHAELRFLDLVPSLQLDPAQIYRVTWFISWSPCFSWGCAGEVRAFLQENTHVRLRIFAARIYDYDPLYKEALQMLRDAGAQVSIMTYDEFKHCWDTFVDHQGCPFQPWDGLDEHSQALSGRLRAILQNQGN
TIM10 inh = growth inhibitors of TIM10 yeast strain; S. cerevisiae TIM10 strain growth, BacTiter-Glo luminescence, 24 h; inhibition, % at 10 µM; 1.4% of 330,000 active; AID 463195;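 active means inhibition of 40% or more at the single tested concentration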;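 further: wild-type TIM10 isogenic control strain grown at permissive 25 °C; 0% = DMSO yeast wells and 100% = minimal medium wells without yeast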
hIAP block = human IAP inhibition | P09923 | purified IAP, CDP-Star luminescence, 30 min | inhibition, % at 10 µM | 0.12% of 330,000 active;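 active means inhibition reaching a set limit with compound at 10 µM in the primary screen, cut at about 35% in these data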;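 further: plate controls were DMSO wells with enzyme for no effect and no-enzyme buffer wells for full effect; values of inactives mirror those of a sister screen read the other way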
Target sequence (P09923 whole entry, looked up): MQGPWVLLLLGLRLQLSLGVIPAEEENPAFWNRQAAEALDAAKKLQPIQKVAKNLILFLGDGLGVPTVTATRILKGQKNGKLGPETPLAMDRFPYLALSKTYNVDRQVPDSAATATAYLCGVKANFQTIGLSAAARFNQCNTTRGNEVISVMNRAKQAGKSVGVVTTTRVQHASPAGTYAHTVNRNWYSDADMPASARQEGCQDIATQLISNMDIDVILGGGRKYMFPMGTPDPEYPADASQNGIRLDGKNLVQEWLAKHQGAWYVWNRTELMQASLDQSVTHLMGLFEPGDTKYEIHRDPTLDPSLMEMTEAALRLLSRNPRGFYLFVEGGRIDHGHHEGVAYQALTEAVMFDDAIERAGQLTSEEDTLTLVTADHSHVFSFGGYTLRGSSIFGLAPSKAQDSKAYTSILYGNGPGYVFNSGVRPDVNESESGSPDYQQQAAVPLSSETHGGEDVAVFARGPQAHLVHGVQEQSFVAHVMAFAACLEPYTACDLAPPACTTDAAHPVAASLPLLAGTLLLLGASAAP
mIAP block = mouse IAP inhibition | purified mouse IAP, CDP-Star luminescence, 30 min | inhibition, % at 10 µM | 0.2% of 330,000 active | AID 2806;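 active means inhibition of at least 40% at 10 µM in the primary screen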;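 further: plate controls were DMSO with enzyme for no effect and no enzyme wells for full effect; values of inactives mirror those of a sister screen read the other way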
An asterisk follows results filed as active.

1. O=C1CC(N(Cc2cccs2)C(=O)Nc2ccccc2)C(=O)N1c1ccc(Cl)cc1 (stereo not drawn)
2. COC(=O)c1cc(NC(=O)Cn2c(=O)oc3ccccc32)cc(C(=O)OC)c1
3. Cc1cc(CNC(=S)Nc2ccc(S(=O)(=O)Nc3ncccn3)cc2)nn1C
4. CCOc1ccc2nc(SCC(=O)c3ccc(Cl)s3)sc2c1
5. Cn1nc(-c2ccccc2)c(C(O)c2ccccc2C(F)(F)F)c1Cl (stereo not drawn)
6. COc1ccc(C(=O)N2N=C(c3cccc(NS(C)(=O)=O)c3)CC2c2cccs2)cc1 (stereo not drawn)
screen / no. | 1 | 2 | 3 | 4 | 5 | 6
mIAP activ | 1.1 | 0.94 | 1 | 0.86 | 1 | 0.93
NALP3 yeast inh | -5 | 9 | 19 | 41 | -1 | 4
A3G deaminase | -3 | -8 | -7 | 3 | -5 | -4
tim10-1 inh | 24 | -6 | -11 | -9 | 25 | 7
beta cell repl | -5 | 2 | -2 | -2 | 2 | -2
A3A deaminase | 3 | 14 | -3 | -2 | 3 | -1
TIM10 inh | 27 | -16 | 0 | -2 | 4 | 1
hIAP block | -12 | -12 | -2 | -14 | -24 | -3
mIAP block | -11 | 6 | -4 | 14 | -1 | 8

7. C/C(=N\NC(=O)c1ccc(Cn2cc(Br)cn2)o1)c1ccc(NC(=O)c2ccoc2C)cc1
8. CC/C(=N/O)c1cnnc(SC)n1
9. C=CCN1CC(=O)N2Cc3[nH]c4ccccc4c3C[C@H]2C1=O
10. CC(NS(=O)(=O)c1ccc(F)cc1)C(c1cccs1)N1CCOCC1 (stereo not drawn)
11. O=C(/C=C/c1ccc(F)cc1)NCc1ccco1
12. CCn1c(C(O)c2ccc(C)cc2)nc2ccccc21 (stereo not drawn)
screen / no. | 7 | 8 | 9 | 10 | 11 | 12
mIAP activ | 0.91 | 0.91 | 1 | 0.96 | 0.87 | 0.93
NALP3 yeast inh | 10 | 13 | 11 | 5 | 6 | 40
A3G deaminase | -8 | -3 | -7 | -6 | 0 | -8
tim10-1 inh | -12 | 14 | 2 | 17 | 4 | 12
beta cell repl | 1 | 0 | 1 | -3 | 1 | -1
A3A deaminase | -3 | 0 | -5 | -7 | 3 | -4
TIM10 inh | -5 | 14 | -23 | 8 | 2 | 3
hIAP block | 0 | -14 | -8 | 3 | 12 | 10
mIAP block | 9 | 10 | -5 | 4 | 13 | 7

4 compounds picked at random from those above, as already listed:
10. CC(NS(=O)(=O)c1ccc(F)cc1)C(c1cccs1)N1CCOCC1 (stereo not drawn)
11. O=C(/C=C/c1ccc(F)cc1)NCc1ccco1
12. CCn1c(C(O)c2ccc(C)cc2)nc2ccccc21 (stereo not drawn)
9. C=CCN1CC(=O)N2Cc3[nH]c4ccccc4c3C[C@H]2C1=O
screen / no. | 10 | 11 | 12 | 9
mIAP activ | 0.96 | 0.87 | 0.93 | 1
NALP3 yeast inh | 5 | 6 | 40 | 11
A3G deaminase | -6 | 0 | -8 | -7
tim10-1 inh | 17 | 4 | 12 | 2
beta cell repl | -3 | 1 | -1 | 1
A3A deaminase | -7 | 3 | -4 | -5
TIM10 inh | 8 | 2 | 3 | -23
hIAP block | 3 | 12 | 10 | -8
mIAP block | 4 | 13 | 7 | -5

The list goes on:
13. COc1ccc(/C=N/NC(=O)C2CC2)c(OC)c1OC
14. O=c1[nH]c2c(oc3ccccc32)c(=O)n1Cc1ccccc1
15. Cn1cc(S(=O)(=O)N2CCOCC2)cc1C(=O)NCc1ccc(Cl)cc1
16. O=C(CSc1nnc(Cn2cnc3ccccc32)o1)c1ccccc1
17. COc1ccc([N+](=O)[O-])cc1NC(=O)CS(=O)(=O)c1ccc(C)cc1
18. COc1ccc(CC(=O)Oc2ccc(C(C)C)cc2)cc1S(=O)(=O)N1CCOCC1
screen / no. | 13 | 14 | 15 | 16 | 17 | 18
mIAP activ | 0.97 | 0.93 | 1 | 1 | 0.99 | 1
NALP3 yeast inh | 14 | 0 | -1 | 5 | 15 | 21
A3G deaminase | -4 | -5 | -8 | -2 | -4 | 2
tim10-1 inh | 10 | -7 | 12 | 24 | 15 | 17
beta cell repl | 1 | -3 | -1 | -2 | 2 | -1
A3A deaminase | -3 | -3 | -4 | 6 | -3 | 1
TIM10 inh | 5 | 8 | 0 | -13 | -12 | 4
hIAP block | 0 | -9 | 14 | -2 | -2 | 12
mIAP block | 3 | 7 | 0 | 0 | 1 | -1

19. Cc1cccc(NC(=O)c2sc3nc4c(c(-c5ccco5)c3c2N)CCC4)c1
20. CC(C)CC(=O)NC1(C(F)(F)F)NC(=O)N(c2ccccc2)C1=O (stereo not drawn)
21. C[C@@H]1CN(C(=O)c2ccc(OC3CCN(S(=O)(=O)N(C)C)CC3)cc2)C[C@H](C)O1
22. O=c1c(-c2ccnn2-c2ccccc2F)cnc2n1CCS2
23. O=C(Nc1ccc2nc3n(c(=O)c2c1)CCCC3)c1cncc(Br)c1
24. COCc1nnc(NC(=O)c2ccc(S(=O)(=O)N(C)c3ccccc3)cc2)o1
screen / no. | 19 | 20 | 21 | 22 | 23 | 24
mIAP activ | 0.79 | 1.1 | 0.95 | 0.97 | 1.1 | 0.87
NALP3 yeast inh | 6 | 11 | 11 | 4 | -4 | 5
A3G deaminase | -7 | -5 | -2 | -2 | -3 | -2
tim10-1 inh | 23 | 9 | 3 | -3 | -10 | 7
beta cell repl | -3 | -1 | -2 | 0 | 3 | -3
A3A deaminase | 1 | 1 | -1 | -2 | -1 | 2
TIM10 inh | 11 | 12 | 11 | 11 | 2 | -18
hIAP block | 13 | 0 | 0 | 6 | 7 | -8
mIAP block | 21 | -6 | 5 | 3 | -14 | 13

25. Cc1ccc(CCNC(=O)C2CC(c3ccccc3C(F)(F)F)=NO2)cc1 (stereo not drawn)
26. COc1ccc([N+](=O)[O-])cc1NC(=O)Cn1ccc(C(F)(F)F)n1
27. CCCC[C@@H]1CCCO[C@@](C(=O)NCc2ccc(C)o2)(C(F)(F)F)C1
28. COc1cccc(/C=C/C(=O)OCC(=O)Nc2ccc(S(=O)(=O)N3CCCC3)cc2)c1
29. CCOC(=O)C[C@H]1c2ccc(C(F)(F)F)cc2S(=O)(=O)N1Cc1ccccc1
30. COc1cccc(CN2CCN(CC(=O)NCCc3ccccc3)CC2)c1
screen / no. | 25 | 26 | 27 | 28 | 29 | 30
mIAP activ | 0.96 | 0.89 | 0.98 | 0.98 | 1 | 1.1
NALP3 yeast inh | 14 | 20 | 9 | -15 | 11 | 15
A3G deaminase | -2 | 1 | -9 | -11 | 3 | -2
tim10-1 inh | 13 | 8 | 23 | 20 | 13 | -12
beta cell repl | -2 | -3 | 6 | -1 | 2 | 1
A3A deaminase | -1 | 5 | -3 | -10 | 2 | -5
TIM10 inh | -27 | -7 | 23 | 5 | -5 | -3
hIAP block | -3 | 4 | -5 | -7 | -7 | 10
mIAP block | 4 | 11 | 2 | 2 | 0 | -14

31. O=C(/C=C/c1cccs1)Nc1ccc(S(=O)(=O)Nc2ncccn2)cc1
32. CCOC(=O)Cn1nnnc1CN(Cc1ccc(OC)cc1)Cc1cc2cc(C)cc(C)c2[nH]c1=O
33. CCNC(=O)CC1C(=O)N(c2ccc(OC)cc2)C(=S)N1CCc1ccncc1 (stereo not drawn)
34. Cc1csc(NC(=O)CSCC(=O)Nc2ccccc2)n1
35. CCC(C)(C)NC(=O)CN(C(=O)C(=O)Nc1ccc2c(c1)OCCO2)C(C)(C)CC
36. CCOc1ccc(S(=O)(=O)NCCC(=O)NCCOc2ccccc2)cc1
screen / no. | 31 | 32 | 33 | 34 | 35 | 36
mIAP activ | 1.1 | 0.95 | 1.1 | 0.95 | 1 | 1
NALP3 yeast inh | -15 | 14 | -15 | 16 | 11 | 2
A3G deaminase | -3 | 1 | -5 | -6 | -5 | -2
tim10-1 inh | -9 | 16 | 9 | 23 | 18 | 0
beta cell repl | 0 | -3 | -2 | -3 | 4 | 8
A3A deaminase | -2 | 1 | 0 | -3 | -1 | 1
TIM10 inh | -21 | 16 | -6 | 1 | 22 | -4
hIAP block | 5 | -22 | -8 | 19 | -2 | 6
mIAP block | -8 | 5 | -6 | 5 | -1 | -2

37. CCN(CC)N=Nc1ccc(S(=O)(=O)Nc2c(C)n(C)n(-c3ccccc3)c2=O)cc1
38. CN1CCN(C(=O)c2cc(Cl)ccc2NC(=O)c2ccc(Cl)cc2Cl)CC1
39. Cc1ccc(CNC(=O)/C=C/c2ccc(Br)o2)cc1
40. c1cnc(Oc2ccc(-c3nnco3)cc2)cn1
41. CCOc1cc(S(=O)(=O)N2CCN(Cc3ccccc3)CC2)ccc1Br
42. CC(=O)Nc1ccc(S(=O)(=O)Nc2nc(C)cc(-n3nc(C)cc3C)n2)cc1
screen / no. | 37 | 38 | 39 | 40 | 41 | 42
mIAP activ | 0.92 | 1 | 1 | 0.97 | 1.1 | 1
NALP3 yeast inh | 16 | 14 | 12 | 4 | 27 | 8
A3G deaminase | -5 | -8 | -2 | 0 | -2 | -3
tim10-1 inh | -3 | 18 | 22 | 5 | 0 | -11
beta cell repl | -2 | 0 | 0 | -4 | -3 | -3
A3A deaminase | -6 | -3 | 1 | 4 | 4 | 2
TIM10 inh | -8 | 5 | 9 | 0 | 7 | -3
hIAP block | 6 | 4 | 19 | 12 | 3 | -6
mIAP block | 8 | -5 | -2 | 3 | -6 | 0

43. CNC(=S)NCc1ccc(OC)cc1
44. O=C(CN1C(=O)/C(=C/c2ccc(C(F)(F)F)cc2)Sc2ccccc21)NCCCN1CCOCC1
45. O=C(NC(Cc1ccccc1)C(=O)NC(Cc1ccccc1)C(=O)O)c1ccccc1 (stereo not drawn)
46. O=[N+]([O-])c1cc(S(=O)(=O)N2CCCCC2)ccc1NCc1cccc(Cl)c1
47. CCN1CCOC(CC(=O)Nc2cccc([N+](=O)[O-])c2)C1=O (stereo not drawn)
48. CCCN1CCN(CCNC(=O)Nc2cc(C)ccc2C)CC1
screen / no. | 43 | 44 | 45 | 46 | 47 | 48
mIAP activ | 1 | 1.1 | 0.98 | 0.9 | 1 | 1
NALP3 yeast inh | 7 | 8 | -3 | 22 | 5 | 10
A3G deaminase | -2 | -6 | -7 | -9 | -6 | -8
tim10-1 inh | 10 | -7 | 12 | 28 | 28 | -4
beta cell repl | 0 | -8 | -1 | -4 | 0 | -1
A3A deaminase | -1 | -6 | 0 | 0 | -4 | -1
TIM10 inh | -8 | 3 | -10 | 30 | 29 | -7
hIAP block | 3 | -17 | -8 | 23 | 2 | -2
mIAP block | -2 | -6 | 2 | 10 | 0 | -1

49. O[C@@H]([C@H](O)[C@H](O)CBr)[C@H](O)CBr
50. O=C(Nc1ccccc1)/C(=C/c1ccccc1)c1ccccc1
51. CN1CCN(S(=O)(=O)c2cccc(S(=O)(=O)c3ccc(Cl)c(Cl)c3)c2)CC1
52. Cc1ccc(N2CC(C(N)=O)CC2=O)cc1 (stereo not drawn)
53. COc1ccccc1C1(CC(=O)N2CCCCC2)CCOC(C(C)C)C1 (stereo not drawn)
54. CCCc1c(C(=O)N/N=C(\C)CCc2ccccc2)nnn1-c1nonc1N
screen / no. | 49 | 50 | 51 | 52 | 53 | 54
mIAP activ | 0.99 | 0.97 | 0.96 | 0.95 | 1 | 1
NALP3 yeast inh | 14 | 21 | 20 | 1 | 5 | 5
A3G deaminase | 0 | -5 | -7 | -5 | 4 | 14
tim10-1 inh | 0 | 10 | 18 | 11 | 35 | -6
beta cell repl | -5 | -1 | -2 | -1 | -3 | -2
A3A deaminase | -2 | 1 | 28 | -1 | 3 | 0
TIM10 inh | 3 | -40 | 19 | 7 | 48* | 13
hIAP block | -20 | -9 | -7 | 2 | -7 | -2
mIAP block | 1 | 3 | 4 | 5 | -2 | -1
